RXFP1 agonist – agonists of human relaxin receptor RXFP1; Q9HBX9; HEK293T-RXFP1 cAMP TR-FRET, 30 min; response scale: percent of porcine relaxin response, buffer zero; Potency, µM (highest dose often 57.5 µM), for inactives: at the top dose activation, actives largely listed as activators; 370,000 compounds, 0.3% hits; AID 2676; note: potency is the fitted concentration of half-maximal effect; % is set by controls: 0 for no effect and ±100 for the full control effect; nearly all actives have a fitted effect of over 60% in size; many of its hits are not listed in these tables
Target sequence (Q9HBX9 whole entry, looked up): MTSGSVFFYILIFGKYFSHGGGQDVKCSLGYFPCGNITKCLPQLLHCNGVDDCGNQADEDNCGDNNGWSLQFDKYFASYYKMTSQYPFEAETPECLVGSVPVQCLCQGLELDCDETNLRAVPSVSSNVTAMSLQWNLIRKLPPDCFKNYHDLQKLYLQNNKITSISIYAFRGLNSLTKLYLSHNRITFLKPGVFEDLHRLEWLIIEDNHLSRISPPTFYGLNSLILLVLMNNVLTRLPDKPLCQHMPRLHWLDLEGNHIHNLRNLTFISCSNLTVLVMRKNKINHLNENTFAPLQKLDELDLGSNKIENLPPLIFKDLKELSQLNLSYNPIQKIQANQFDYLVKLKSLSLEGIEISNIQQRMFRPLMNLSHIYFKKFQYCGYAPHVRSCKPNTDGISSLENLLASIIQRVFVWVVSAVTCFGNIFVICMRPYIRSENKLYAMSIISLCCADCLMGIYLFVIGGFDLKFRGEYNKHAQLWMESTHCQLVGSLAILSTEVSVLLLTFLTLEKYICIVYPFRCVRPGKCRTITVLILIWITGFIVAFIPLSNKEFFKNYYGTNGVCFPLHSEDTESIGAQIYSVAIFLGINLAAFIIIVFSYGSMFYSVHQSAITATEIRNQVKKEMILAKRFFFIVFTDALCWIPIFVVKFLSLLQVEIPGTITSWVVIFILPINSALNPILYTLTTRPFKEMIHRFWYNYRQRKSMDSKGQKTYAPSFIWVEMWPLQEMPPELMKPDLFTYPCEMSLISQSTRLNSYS
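cAMP rise read by TR-FRET after 30 min, 37C compound exposure (up to 58 uM) in RXFP1-transfected HEK293 cells with Ro 20174 present. EC50 from Hill-equation fits, with 29 nM porcine relaxin as 100% and buffer as basal.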
D1 agonist – agonists of human D1 dopamine receptor; activation, % at 2 µM; 360,000 compounds, 1% hits; P21728; AID 504660; HEK293 T-REx D1 cells, calcium flux, agonist mode; in the data active = activation above about 30%; note: 0% is about no effect
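Agonism was scored from calcium flux recorded over 180 s (1 read/s) after pintool compound addition, following a 10-cycle baseline. Cells were inducible force-coupled HEK293 TREx D1, plated overnight at 30 C and loaded with no-wash calcium dye.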
D1 antagonist – antagonists of human D1 dopamine receptor; HEK293 TREx D1 cells, calcium flux, dopamine EC80; active compounds read low; 360,000 compounds, 3.2% hits; P21728; activity change, negative = inhibition, % at 10 µM; in the data active = activity change below about -30%; note: % is set by controls: 0 for no effect and ±100 for the full control effect
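After overnight tetracycline induction at 30 C, force-coupled D1 HEK293 cells took up a no-wash calcium dye at room temperature. Compounds were added and monitored 180 s, and the response to EC80 dopamine was then recorded.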
D2 potentiator – positively modulates the human D2 dopamine receptor allosterically; P14416; HEK293 T-REx D2, calcium flux, EC20 dopamine potentiation; potentiation, % at 10 µM; 340,000 compounds, 0.34% hits; AID 485347;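 active = potentiation over 3 SD above the plate norm, cut at about 30% in these data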; note: 0% is about no effect
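Tetracycline-induced HEK293 T-REx cells force-coupled to calcium signalling expressed D2; compounds were pin-added after a 10 s baseline, read kinetically 180 s, then an EC20 dopamine challenge followed with a further 180 s calcium read.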
RXFP1 antagonist – RXFP1 (human) relaxin receptor antagonism. Q9HBX9. 350,000 compounds, 0.59% hits. HEK293-RXFP1, relaxin-stimulated cAMP HTRF, 30 min; active compounds read low. activity change, negative = inhibition, % at 57.5 µM;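 active = activity change of -60% or lower, but not beyond a set lower limit; inconclusive = change between -60% and -40%, or beyond the set limit; inactive = change above -40%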; note: % is set by controls: 0 for no effect and ±100 for the full control effect
TRHR agonist – activates the human TRH receptor. TRHR cells, calcium flux fluo-8, FDSS agonist mode. activation, % at 2 µM. 360,000 compounds, 0.18% hits. AID 493084; in the data active = activation above about 30%; note: 0% is about no effect
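Steps: seed TRHR cells overnight; add fluo-8 no-wash Ca dye, RT 30 min–1.5 h; record 10 s baseline; pin-transfer compounds; monitor fluorescence 1 cycle/s for the agonist window. Calcium increases flag candidate agonists.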
Anesthetic bind – candidate novel general anesthetic via apoferritin binding; P02791; Potency, µM (doses to about 77.5 µM), for inactives: at the top dose activity change, negative = displacement, hits mostly inhibitors; 350,000 compounds, 0.074% hits; apoferritin/1-aminoanthracene competitive binding, fluorescence; AID 485281; note: potency is the fitted concentration of half-maximal effect; % is set by controls: 0 for no effect and ±100 for the full control effect; nearly all actives have a fitted effect of over 20% in size
Target sequence (P02791 2-175 limits assumed): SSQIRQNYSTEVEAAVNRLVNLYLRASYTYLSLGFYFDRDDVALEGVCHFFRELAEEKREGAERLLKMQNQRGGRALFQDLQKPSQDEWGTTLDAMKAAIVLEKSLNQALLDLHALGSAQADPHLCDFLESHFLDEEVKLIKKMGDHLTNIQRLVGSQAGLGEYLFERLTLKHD
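Horse-spleen apoferritin (10 uM) was mixed with 50% saturated 1-aminoanthracene in PBS, exposed to compounds for 10 min at room temperature, and read for fluorescence (ex 380 nm, em 535 nm). Competitive displacement was fitted with a four-parameter Hill equation.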
TRHR PAM – TRH receptor (human) allosteric enhancement | TRHR cells, fluo-8 calcium fluorescence, EC20 TRH enhancement | enhancement, % at 2 µM | 360,000 compounds, 0.66% hits; in the data active = enhancement above about 30%; note: 0% is about no effect
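Enhancer read-out: after compound pinning and an initial kinetic agonist-mode read, an EC20 of TRH (10 nM final) was injected and fluo-8 calcium signal (Ex 480/Em 530) followed at 1 s/cycle for 100 cycles in TRHR-expressing cells.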
D1 PAM – potentiators of human D1 dopamine receptor; P21728; HEK293 TREx D1 cells, calcium flux, dopamine EC20 potentiation; potentiation, % at 10 µM; 360,000 compounds, 0.036% hits; in the data active = potentiation above about 30%; note: 0% is about no effect
Active calls of the source: *; ? = inconclusive; nt = not tested or not shown; [ ] = dose if it differs, or a comment. Unless noted, calls come from the whole dose curve; as a rule, active = well fitted curve in the direction sought with a large enough effect; inconclusive = small, poorly fitted or top-dose-only effect, or another doubt; inactive = no such curve, though single readings can be large; an effect the other way counts as inactive or inconclusive. A portion of the library; rates above refer to the full screens.

Structure | RXFP1 agonist | D1 agonist | D1 antagonist | D2 potentiator | RXFP1 antagonist | TRHR agonist | Anesthetic bind | TRHR PAM | D1 PAM
CSc1nc(N)nc(SCC(=O)C23CC4CC(CC(C4)C2)C3)c1C#N | 0.9% | 3.4 | -4.6 | 6.3 | -3.0 | 0.1 | ? | -0.4 | -2.6
Cc1ccc(-c2nc(N/N=C/c3ccncc3)c3ccccc3n2)cc1 | -0.6% | 0.7 | 0.0 | nt | -5.1 | -0.4 | -11.2% | -2.2 | -7.3
CC(=O)Nc1ccc(C(=O)CN2C(=O)CSC2=O)cc1 | -0.7% | 0.8 | -13.3 | 0.1 | -14.7 | -0.8 | 2.6% | 0.9 | -0.5
COc1ccccc1/C=C/C=N/n1c(-c2ccccc2)n[nH]c1=S | -2.2% | 4.0 | 10.1 | 4.2 | -4.8 | -0.5 | -4.7% | -10.3 | -3.4
CCC(=O)Nc1ccc(C)cc1-c1nc2ccccc2n(Cc2ccccc2)c1=O | -1.1% | -0.7 | 0.9 | 0.7 | -2.2 | 0.1 | -9.3% | 2.8 | -0.6
O=Cc1c(F)cccc1N1CCCC1 | -0.4% | 3.0 | 6.1 | nt | -3.7 | -0.1 | -10.2% | -5.7 | -3.0
C/C(CC(=O)Nc1ccc(OCc2ccccc2)cc1)=N\NC(=O)C(=O)Nc1cccc(C)c1 | 1.3% | 6.5 | -5.9 | 1.4 | -0.8 | -1.1 | ? | 2.0 | -0.4
C/C(=N/NC(=O)CNc1ccc(C)cc1)c1ccc(Br)s1 | -0.8% | 2.6 | -5.7 | nt | -13.0 | -0.4 | -6.3% | 1.5 | 3.4
Cc1c(NC(=O)Cc2noc3ccccc23)cccc1[N+](=O)[O-] | -1.2% | 1.6 | -12.4 | -4.8 | -17.1 | -0.1 | -5.7% | 8.9 | -1.2
CCN1CCN(CCCNC(=O)CN2C(=O)c3cccnc3Oc3ccc(Cl)cc32)CC1 | 2.2% | 0.5 | 3.3 | -1.6 | 23.1 | 1.2 | 5.1% | 1.0 | -3.4
COc1cccc(/C=N/NC(=O)Cn2nc([N+](=O)[O-])cc2C)c1 | 0.0% | 4.4 | 36.7 | 3.8 | -11.1 | -1.4 | 5.4% | 8.3 | -2.5
Cc1cc(C)cc(OCC(=O)N(C)CC(=O)Nc2ccc(Cl)c(C(F)(F)F)c2)c1 | 4.6% | 2.8 | -3.0 | -11.2 | -13.6 | 0.8 | nt | 2.7 | -2.4

Arranged by heavy-atom count (smallest number first): eight of the compounds above
Structure | RXFP1 agonist | D1 agonist | D1 antagonist | D2 potentiator | RXFP1 antagonist | TRHR agonist | Anesthetic bind | TRHR PAM | D1 PAM
O=Cc1c(F)cccc1N1CCCC1 | -0.4% | 3.0 | 6.1 | nt | -3.7 | -0.1 | -10.2% | -5.7 | -3.0
CC(=O)Nc1ccc(C(=O)CN2C(=O)CSC2=O)cc1 | -0.7% | 0.8 | -13.3 | 0.1 | -14.7 | -0.8 | 2.6% | 0.9 | -0.5
C/C(=N/NC(=O)CNc1ccc(C)cc1)c1ccc(Br)s1 | -0.8% | 2.6 | -5.7 | nt | -13.0 | -0.4 | -6.3% | 1.5 | 3.4
Cc1c(NC(=O)Cc2noc3ccccc23)cccc1[N+](=O)[O-] | -1.2% | 1.6 | -12.4 | -4.8 | -17.1 | -0.1 | -5.7% | 8.9 | -1.2
COc1ccccc1/C=C/C=N/n1c(-c2ccccc2)n[nH]c1=S | -2.2% | 4.0 | 10.1 | 4.2 | -4.8 | -0.5 | -4.7% | -10.3 | -3.4
CSc1nc(N)nc(SCC(=O)C23CC4CC(CC(C4)C2)C3)c1C#N | 0.9% | 3.4 | -4.6 | 6.3 | -3.0 | 0.1 | ? | -0.4 | -2.6
CCC(=O)Nc1ccc(C)cc1-c1nc2ccccc2n(Cc2ccccc2)c1=O | -1.1% | -0.7 | 0.9 | 0.7 | -2.2 | 0.1 | -9.3% | 2.8 | -0.6
CCN1CCN(CCCNC(=O)CN2C(=O)c3cccnc3Oc3ccc(Cl)cc32)CC1 | 2.2% | 0.5 | 3.3 | -1.6 | 23.1 | 1.2 | 5.1% | 1.0 | -3.4

More results follow.
Structure | RXFP1 agonist | D1 agonist | D1 antagonist | D2 potentiator | RXFP1 antagonist | TRHR agonist | Anesthetic bind | TRHR PAM | D1 PAM
COC(=O)c1c(NC(=O)C2CCCO2)sc2c1CCC2 (stereo unspecified) | -1.3% | 1.8 | -9.9 | 16.2 | -4.7 | -1.0 | -12.7% | 11.3 | -5.0
FC(F)(F)c1ccc2c3n(nc2c1)CCN=C3c1ccc(Cl)cc1 | -0.9% | 1.6 | 4.9 | 7.5 | nt | -0.2 | nt | 0.8 | -6.2
Cn1cc(CNCc2ccccc2OCC(O)CN2CCc3ccccc3C2)cn1 (stereo unspecified) | -0.2% | 4.3 | -0.6 | -15.3 | -14.6 | 0.9 | -11.0% | 1.3 | -6.8
O=C(CSc1nccn1C1CCCC1)Nc1ccccc1 | 1.0% | 2.5 | 0.6 | -4.3 | 5.5 | 0.3 | -3.4% | 1.3 | -0.2
O=C(c1ccccc1Br)N1CCC(c2nc3ccccc3s2)CC1 | 0.7% | 11.7 | 1.7 | -1.8 | -5.6 | -0.1 | -9.9% | -3.6 | -1.6
CC(NS(=O)(=O)c1ccc2c(c1)c(=O)n(C)c(=O)n2C)C(=O)NC1CCCCC1 (stereo unspecified) | 7.4% | 4.3 | -14.0 | 16.2 | 28.9 | 0.5 | -5.5% | 6.8 | -4.2
N#Cc1ncc(C(F)(F)F)cc1Sc1ccccc1N | 0.1% | -2.6 | -5.4 | 16.1 | -4.8 | -0.3 | -13.5% | 2.4 | 5.4
O=C(NNC(=O)c1cc2cc(OC(F)(F)F)ccc2[nH]1)c1ccc(Cl)cc1 | -0.8% | 1.4 | -1.8 | -1.3 | -11.1 | 0.5 | 0.3% | -5.4 | 2.0
COc1ccc(NC(=O)CO/N=C/C(=O)Nc2ccccc2C)c([N+](=O)[O-])c1 | 0.1% | 1.6 | 11.3 | -14.2 | 0.1 | -0.5 | nt | -0.1 | -1.0
CN1CCN(C(=O)c2cnn(-c3ccccc3)c2NC(=O)c2ccc([N+](=O)[O-])cc2)CC1 | 0.9% | 8.0 | -10.3 | 0.7 | -2.2 | -1.6 | -2.8% | 14.4 | nt
Cc1cc(C)c(NC(=O)CNC(=O)Cc2ccc(S(=O)(=O)N3CCOCC3)s2)c(C)c1 | 0.3% | 0.2 | -11.0 | -9.4 | -0.2 | 0.2 | nt | 1.5 | -1.4
COc1ccccc1C(=O)NCC(=O)OCC(=O)Nc1ccc2[nH]c(=O)[nH]c2c1 | -0.1% | 3.8 | 8.6 | -2.1 | 5.1 | 0.1 | nt | -2.1 | -7.2
COc1ccccc1CCN=C(N)NS(=O)(=O)c1ccc(F)cc1 | -0.8% | 1.1 | -5.5 | -6.1 | 8.7 | -1.5 | -3.6% | -5.2 | -0.9
CC1CCCCC12NC(=O)N(CC(=O)N1CCc3ccccc31)C2=O (stereo unspecified) | 0.9% | 1.9 | -10.1 | 5.2 | 2.2 | 0.5 | nt | -5.0 | -3.4
N#C/C(=C\c1ccc(OCC(N)=O)cc1)c1ccccc1 | 0.1% | 2.3 | -10.9 | -4.2 | -7.3 | -0.2 | 79.0%[activator] | 8.8 | -3.5
CCOc1ccc(C(=O)c2cn(CC(=O)Nc3ccc4c(c3)OCCO4)c3ccc(F)cc3c2=O)cc1 | ? | -0.6 | -2.3 | 1.9 | nt | 0.5 | -6.7% | 1.4 | -1.1
Clc1ccc(-c2ccc(CNCc3ccccn3)o2)cc1 | 3.0% | 4.8 | -13.3 | -18.7 | -1.3 | -0.4 | -10.6% | 5.4 | -5.0
CCCn1c(N)c(N(CCOC)C(=O)c2ccc(C#N)cc2)c(=O)[nH]c1=O | 2.7% | 4.4 | -8.9 | -11.9 | -8.4 | 1.1 | 2.3% | 13.6 | 2.2
COc1cc(CNc2ccc(CNc3ncn[nH]3)cc2)ccc1OCC(=O)NC(C)(C)C | -0.1% | 0.9 | -6.3 | 1.6 | -2.2 | 0.1 | -0.8% | 2.2 | 3.5
CCOC(=O)c1c(C)[nH]c(C)c1C(=O)CSc1nc2ccccc2c(=O)n1-c1ccc(C)cc1 | -0.6% | 1.8 | -2.2 | 2.8 | -1.3 | 0.0 | 9.6% | 7.4 | 6.1
Cc1c(CNC2CCCC2)c(C(=O)O)c(C)n1Cc1ccccc1 | 0.8% | 2.2 | 1.1 | 5.6 | 1.1 | 1.3 | -0.3% | 0.6 | 1.4
O=C(Nc1ccccc1C(=O)OCc1cc(=O)n2c3c(sc2n1)CCCC3)c1ccc(Cl)cc1 | 29.1% | -0.3 | -2.9 | -6.1 | 1.8 | 1.5 | 5.1% | 4.1 | 0.6
O=S(=O)(NN1CCOCC1)c1ccc(Br)s1 | 2.6% | 2.2 | 8.4 | 3.2 | 1.7 | -0.6 | -14.8% | -1.1 | -1.1
CCCCNC(=O)/C(=C/c1ccccc1)NC(C)=O | -0.8% | 1.7 | -13.4 | -3.7 | 4.4 | 0.0 | -8.5% | -1.1 | 0.1
CCOC(=O)Cc1csc(NC(=O)CS(=O)(=O)Cc2ccccc2)n1 | 1.2% | 5.1 | -0.5 | nt | -6.4 | -0.1 | -14.1% | 5.1 | -1.2
Cc1cc(C)cc(OCC(=O)N(Cc2ccc(Cl)cc2)CC2CCCO2)c1 (stereo unspecified) | -1.0% | 5.6 | 11.8 | 15.1 | ? | 0.4 | 0.7% | -11.5 | 6.0
CSc1ccccc1C(=O)N(C)Cc1ccccc1 | 2.5% | 2.1 | -16.9 | -3.9 | -10.9 | -0.3 | ? | -5.3 | -7.6
CC(NC(=O)Cn1c(=O)oc2cc(S(=O)(=O)N3CCCCCC3)ccc21)c1ccccc1 (stereo unspecified) | 0.7% | 12.2 | -12.3 | -6.2 | 2.3 | -0.8 | -9.5% | -8.0 | -0.8

Screens: PubChem BioAssay, National Center for Advancing Translational Sciences (NCATS)
